eLon inh = inhibits E. coli Lon protease; P0A9M0; purified E. coli Lon protease, fluorescence polarization; inhibition, % at 7.94 µM; 360,000 compounds, 0.42% hits; in the data active = inhibition above about 13%, passing the limit was not always enough;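 also: 0% = enzyme with probe and DMSO and 100% = no enzyme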
FAS-TE inh = blocks the thioesterase domain of human fatty acid synthase; recombinant FAS-TE, OMFH fluorogenic substrate, fluorescence endpoint; P49327; inhibition, % at 15 µM; 360,000 compounds, 0.67% hits; AID 602261;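 active = compounds whose normalised, plate-corrected inhibition of enzyme fluorescence in the single-dose primary screen is 50% or more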;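 also: 0% = DMSO with enzyme and 100% = substrate without enzyme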
bovine MsrA act = activators of bovine methionine sulfoxide reductase A; 360,000 compounds, 0.3% hits; AID 602163; activation, % at 10.6 µM; purified bovine MsrA, absorbance read-out; in the data active = activation above about 7.5%;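 also: 0% = vehicle and 100% = reference activator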
Rpn11 inh = inhibitors of human proteasome Rpn11 | O00487 | human 26S proteasome, Ub4-pepOG fluorescence polarization; 20S core pre-blocked with epoxomicin | calls only at 20 µM | 360,000 compounds, 0.59% hits | AID 588493;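 active = inhibition at 20 µM, scaled to each plate's controls, above about 33%, limit read from the data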
MsrA inh = inhibitors of bovine MsrA; inhibition, % at 15.5 µM; AID 651718; purified bovine MsrA, absorbance read-out; 360,000 compounds, 0.75% hits; in the data active = inhibition above about 4.5%;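 also: 0% = vehicle wells with enzyme and 100% = reference inhibitor wells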
Rin1-Abl PPI inh = inhibitors of human Rin1-Abl protein interaction; P00519+Q13671; 360,000 compounds, 0.4% hits; AID 588664; TR-FRET Rin1/Abl binding, biochemical; inhibition, % at 7.35 µM; in the data active = inhibition above about 5%, passing the limit was not always enough
CSN inh = blocks human CSN-mediated cullin deneddylation; Q92905; Purified CSN, SCF-Nedd8-OG deneddylation, fluorescence polarization; inhibition, % at 12.5 µM; 360,000 compounds, 0.38% hits;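 active = pattern-corrected inhibition above about 35%, with an unprinted fluorescence ratio check between 0.5 and 1.5, limit read from the data, passing the limit was not always enough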;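 also: 0% = enzyme with substrate and 100% = substrate without enzyme; some results filed as inactive read as strong as hits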
Target sequence (Q92905 whole entry, looked up, one chain of several): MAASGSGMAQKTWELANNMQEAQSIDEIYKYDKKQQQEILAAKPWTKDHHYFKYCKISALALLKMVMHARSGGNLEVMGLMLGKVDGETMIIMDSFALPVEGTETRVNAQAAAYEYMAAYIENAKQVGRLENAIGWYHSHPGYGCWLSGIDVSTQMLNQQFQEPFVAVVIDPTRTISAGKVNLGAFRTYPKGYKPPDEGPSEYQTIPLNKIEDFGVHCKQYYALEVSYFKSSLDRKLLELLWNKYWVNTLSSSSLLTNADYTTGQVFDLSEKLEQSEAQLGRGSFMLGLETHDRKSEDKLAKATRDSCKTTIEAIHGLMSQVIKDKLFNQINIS
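assay system = purified human Csn5 enzyme expressed in HEK293T cells | amount = 0.24 nM enzyme | buffer or medium = Tris/NaCl/DTT buffer, pH 7.5 | reagent = 10 nM SCFSkp2-Nedd8OG | compound = one concentration, 12.5 µM, 0.25% DMSO | times = 90 min reaction at room temperature | signal = FP | read-out basis = % inhibition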
MT1-MMP act inh = inhibitors of human MT1-MMP activation; P50281; HT1080 RFP-PRO-GFP cells, GFP/RFP ratio fluorescence, overnight; percent of plate control window, DMSO zero; GFP/RFP ratio change, % at 20 µM; 360,000 compounds, 0.061% hits;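 active = GFP/RFP ratio change of at least 30% with cell ATP level not reduced by more than half and red fluorescence within 50% of control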; also: strong numbers were not always called active
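Material – HT1080 RFP-PRO-GFP cells · Control set – DMSO wells and RFP-L50D-GFP cells · Incubation – overnight cell settling, then overnight compound exposure, 37 °C, 5% CO2 · Compound dosing – single-point 20 µM compound, 1% DMSO · Read-out – GFP/RFP fluorescence ratio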
PABP1 MLLE inh = blocks PAM2 peptide binding to the PABP1 MLLE domain; P11940; 360,000 compounds, 0.36% hits; GST-MLLE / FITC-PAM2 fluorescence polarization; inhibition, % at 20 µM; in the data active = inhibition above about 35%, passing the limit was not always enough;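 also: plate controls were DMSO wells with GST-MLLE for no effect and wells lacking GST-MLLE protein for full effect; some results filed as inactive read as strong as hits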
Target sequence (P11940 whole entry, looked up, the tested form may be a part): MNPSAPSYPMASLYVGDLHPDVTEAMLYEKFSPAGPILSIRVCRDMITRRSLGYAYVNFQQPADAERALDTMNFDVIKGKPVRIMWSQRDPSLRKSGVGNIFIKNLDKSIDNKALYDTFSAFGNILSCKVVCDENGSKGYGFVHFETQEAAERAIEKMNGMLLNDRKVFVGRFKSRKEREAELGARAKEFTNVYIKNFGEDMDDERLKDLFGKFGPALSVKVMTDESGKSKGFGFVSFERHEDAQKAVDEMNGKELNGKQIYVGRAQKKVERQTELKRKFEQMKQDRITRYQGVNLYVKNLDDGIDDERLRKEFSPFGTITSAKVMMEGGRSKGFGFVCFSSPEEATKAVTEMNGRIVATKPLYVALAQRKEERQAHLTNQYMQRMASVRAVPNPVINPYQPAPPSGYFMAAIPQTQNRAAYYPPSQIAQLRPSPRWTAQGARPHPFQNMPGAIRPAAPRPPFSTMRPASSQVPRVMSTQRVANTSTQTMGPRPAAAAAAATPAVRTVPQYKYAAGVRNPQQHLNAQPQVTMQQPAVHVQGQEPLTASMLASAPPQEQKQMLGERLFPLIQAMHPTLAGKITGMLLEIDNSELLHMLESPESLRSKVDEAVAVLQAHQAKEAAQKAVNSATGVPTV
* marks the source's active call; other numbers are inactive results; i = inactive; / = no result given.

[1] COC(=O)C1=C(NC(=O)COc2ccc3ccccc3c2)CCS1
[2] COC(=O)/C=C1/S/C(=N/NC(=O)c2ccccc2)NC1=O
[3] S=C(NCc1ccccc1)N1CCn2cccc2C1c1cccnc1 (stereo not given)
[4] Cc1ccc(S(=O)(=O)C2(C(=O)Nc3cccnc3)CC2)cc1
[5] CCOC(=O)c1cnc(SCC(=O)OC)nc1N
[6] NS(=O)(=O)c1ccc(N/C=C\C(=O)c2ccc(F)cc2)cc1
[7] Cc1ccc(Nc2ncnc(-n3cccc3)n2)cc1Cl
[8] CCc1cccc2c(C(=O)C(NCCCOC)c3ccccc3)c[nH]c12 (stereo not given)
entry no. | 1 | 2 | 3 | 4 | 5 | 6 | 7 | 8
eLon inh | -1 | -4 | -1 | -7 | 9 | 5 | -6 | -11
FAS-TE inh | 2 | -4 | -2 | -6 | -5 | -1 | 4 | -3
bovine MsrA act | -3 | -14 | -3 | 1 | -1 | -14 | -7 | -2
Rpn11 inh | i | i | i | i | i | i | i | i
MsrA inh | 0.3 | 4.0 | -0.9 | 0.9 | 1.4 | 2.9 | -0.2 | 1.4
Rin1-Abl PPI inh | -2 | 0 | -3 | -1 | 0 | -2 | 0 | 3
CSN inh | -13 | -4 | 8 | 5 | -3 | -1 | 5 | 4
MT1-MMP act inh | -1 | 3 | -3 | 5 | 1 | 2 | -8 | 2
PABP1 MLLE inh | 20 | -9 | -99 | 0 | -3 | -14 | 5 | 5

[9] CCOc1ccccc1CN1CCC(CO)(CCOc2ccccc2)CC1
[10] Cc1cc(Cl)ccc1C(=O)C1CCCN(C(=O)c2ccc3ncccc3c2)C1 (stereo not given)
[11] COc1ccc(OC)c(C2=NO[C@@](CC(=O)O)(C(=O)Nc3ccc4c(c3)OCCO4)C2)c1
[12] O=C1CCCCC(=O)[C@H](O)C[C@H](c2ccccc2)O1
[13] CN=C1S/C(=C\c2cn(CC(=O)OC)c3ccccc23)C(=O)N1C
[14] Cc1ccc(Cl)c(OCCCCN(C)Cc2ccccc2)c1
[15] COc1ccc(C)cc1S(=O)(=O)N1CCC(C(=O)N2CCOCC2)CC1
[16] COCC(C)NC(=O)C1CCN(S(=O)(=O)c2ccc3ccccc3c2)CC1 (stereo not given)
entry no. | 9 | 10 | 11 | 12 | 13 | 14 | 15 | 16
eLon inh | 3 | -8 | 1 | -1 | -15 | 5 | 7 | 0
FAS-TE inh | -8 | 8 | -5 | -13 | -6 | 7 | -5 | -4
bovine MsrA act | -4 | -1 | -6 | -3 | -3 | -1 | -1 | -1
Rpn11 inh | i | i | i | / | i | i | i | i
MsrA inh | -1.1 | 1.8 | 1.5 | -0.8 | 1.6 | 0.4 | 1.8 | 0.1
Rin1-Abl PPI inh | -1 | 6 | 2 | / | -7 | 1 | -1 | -1
CSN inh | 3 | -4 | 2 | 3 | 8 | 2 | -2 | 1
MT1-MMP act inh | 0 | -1 | -1 | 3 | -14 | -2 | 5 | 1
PABP1 MLLE inh | 2 | -3 | -6 | / | -21 | -4 | -11 | -9

[17] O=C(NCc1ccccn1)c1c(O)c2c([nH]c1=O)CCCC2
[18] CCCn1c(N)c(NCCN2CCOCC2)c(=O)[nH]c1=O
[19] Nc1cc(=O)[nH]c(SCC(=O)Nc2ccc(S(=O)(=O)N3CCCCC3)cc2)n1
[20] CCN(CC(O)Cn1c2ccccc2c2ccccc21)S(=O)(=O)c1ccc(F)cc1 (stereo not given)
[21] COc1cccc2cc(C(=O)OC(C)C(=O)c3ccc(C)cc3)c(=O)oc12 (stereo not given)
[22] CCc1ccc(Nc2ccc3nonc3c2[N+](=O)[O-])cc1
[23] CC(=O)c1ccc(N2CCN(C(=S)Nc3cccc(Cl)c3)CC2)cc1
[24] CCn1c(Cc2ccccc2)nnc1SCC(=O)OC(C)C
entry no. | 17 | 18 | 19 | 20 | 21 | 22 | 23 | 24
eLon inh | -1 | 9 | -4 | 8 | 0 | -9 | 13 | 0
FAS-TE inh | -12 | -10 | -4 | 14 | -2 | -7 | -6 | -2
bovine MsrA act | -8 | -8 | -10 | -3 | -2 | -2 | -5 | 0
Rpn11 inh | i | i | i | i | i | i | i | i
MsrA inh | -0.3 | 2.9 | -0.3 | 0.8 | 0.4 | 0.6 | 2.8 | /
Rin1-Abl PPI inh | 3 | 3 | 6 | -3 | -3 | -2 | -4 | 5
CSN inh | 2 | -7 | -7 | 4 | 0 | -2 | -6 | 2
MT1-MMP act inh | 4 | -1 | 2 | -5 | 3 | -2 | 5 | 5
PABP1 MLLE inh | -4 | 32 | 9 | 5 | 3 | 7 | -114 | -7

[25] O=[N+]([O-])c1cccc(CN(CCO)Cc2ccccc2)c1
[26] Cc1ccc(S(=O)(=O)N2CCC(C(=O)Nc3ccc(C(C)C)cc3)CC2)cc1
[27] CC(N)C12CC3CC(C1)CC(C(C)N)(C3)C2 (stereo not given)
[28] CC(C)(C)SCCNC(=O)Nc1ccccc1
[29] N#C/C(=C\N1CCOCC1)S(=O)(=O)c1ccc(Cl)cc1
[30] O=C(Nc1ccccc1C(=O)NC1CC1)c1ccccc1F
[31] CCOC(=O)c1sc(NC(=O)COC(=O)CNC(=O)C2CCCCC2)c(C(=O)OCC)c1C
[32] CC1CCCCC1NC(=O)CN1CCC(O)(c2ccc(F)cc2)CC1 (stereo not given)
entry no. | 25 | 26 | 27 | 28 | 29 | 30 | 31 | 32
eLon inh | -2 | 11 | 11 | -3 | 1 | 0 | -5 | 2
FAS-TE inh | -3 | 26 | -5 | -11 | -3 | -5 | 7 | -3
bovine MsrA act | -11 | -2 | -2 | -3 | -2 | -3 | -3 | -3
Rpn11 inh | i | i | i | i | i | i | i | i
MsrA inh | -0.8 | -0.6 | 0.8 | 0.2 | -0.6 | -1.6 | -0.9 | -0.4
Rin1-Abl PPI inh | -3 | 1 | -1 | -2 | 0 | 1 | -1 | -4
CSN inh | -1 | 3 | 2 | -5 | 6 | -2 | -9 | 0
MT1-MMP act inh | 7 | 5 | 0 | 4 | 0 | -2 | 0 | 4
PABP1 MLLE inh | 1 | -7 | 0 | -10 | -2 | 10 | -6 | 5

[33] Cc1noc(C)c1CSCC(=O)Nc1nc2c(F)cc(F)cc2s1
[34] CCN(CC)C(=O)C1CC(=O)OC12CCCCC2 (stereo not given)
[35] Cc1cccc(N2CCN(C(=O)Cn3ccc4ccccc4c3=O)CC2)c1C
[36] O=C(COC(=O)CCc1nc2ccccc2s1)NC(=O)NCc1ccco1
[37] CCOc1ccccc1NC(=O)N1CCCC1C(=O)Nc1ccc(-n2cnnn2)c(C)c1 (stereo not given)
[38] CC(C)c1cc(C(F)(F)F)n2nc(C(=O)Nc3ccc(-n4cnnn4)cc3)cc2n1
[39] O=C(COc1cccc2cccnc12)N/N=C1\SCC(=O)N1Cc1ccco1
[40] Cc1c(-c2ccc(/C=N/NC(=O)C(=O)Nc3ccccc3F)o2)cccc1[N+](=O)[O-]
entry no. | 33 | 34 | 35 | 36 | 37 | 38 | 39 | 40
eLon inh | -20 | -6 | -3 | -9 | -1 | -6 | -6 | 1
FAS-TE inh | 6 | -4 | 7 | -5 | -5 | -8 | -4 | -1
bovine MsrA act | -10 | 5 | 1 | -9 | -4 | -9 | 0 | 0
Rpn11 inh | i | i | i | i | i | i | i | /
MsrA inh | -0.2 | -0.2 | 2.0 | 1.1 | 0.5 | -1.4 | -0.6 | 0.3
Rin1-Abl PPI inh | 0 | 2 | 0 | -1 | -4 | -3 | -2 | -1
CSN inh | 21 | 1 | 5 | -1 | -7 | 3 | 4 | 15
MT1-MMP act inh | -7 | -1 | 3 | 3 | 8 | 2 | 6 | -4
PABP1 MLLE inh | -23 | -18 | -4 | 12 | -4 | -24 | -13 | -85

[41] COC(=O)c1ccc(N2C(=O)CC(N3CCC(O)(c4ccc(Br)cc4)CC3)C2=O)cc1 (stereo not given)
[42] CCOC(=O)N/N=C\c1cccc(OC)c1OC/C=C/c1ccccc1
[43] CC(C)NS(=O)(=O)c1ccc(NC(=O)Cc2cccs2)cc1
[44] O=C(NCCc1ccccc1)c1ccccc1F
[45] O=C(NCc1ccc2c(c1)OCO2)c1ccc(CN2CCc3ccccc3C2)cc1
[46] Cc1ccc(C(=O)OCC(=O)N2C(C)CCCC2C)cc1S(=O)(=O)N1CCOCC1 (stereo not given)
[47] Cc1cc(-c2ccc(C)c(S(=O)(=O)NCC3CCN(Cc4cccc(F)c4)CC3)c2)on1
[48] CCOC(=O)c1cc2nc(-c3ccco3)cc(C(F)(F)F)n2n1
entry no. | 41 | 42 | 43 | 44 | 45 | 46 | 47 | 48
eLon inh | -4 | -7 | -8 | -4 | -17 | 2 | 11 | -2
FAS-TE inh | 3 | 11 | -8 | -10 | 6 | -12 | 6 | -4
bovine MsrA act | -2 | -9 | -5 | -12 | 6 | -11 | 1 | 0
Rpn11 inh | i | i | i | i | i | i | i | i
MsrA inh | 0.1 | 2.7 | -0.5 | -1.1 | -1.3 | 0.2 | -0.9 | 1.2
Rin1-Abl PPI inh | 6 | -2 | -4 | 6 | 3 | 0 | 1 | 0
CSN inh | 4 | 4 | -13 | -1 | 1 | 3 | -2 | -1
MT1-MMP act inh | -2 | 1 | 2 | 2 | 3 | / | 1 | 0
PABP1 MLLE inh | 10 | -1 | -2 | -5 | 3 | 0 | -2 | 2

[49] COc1ccc(S(=O)(=O)Cc2ccc(C(=O)N3CCN(C(=O)c4ccco4)CC3)o2)cc1
[50] COc1ccc(N(CC(=O)Nc2ccc(C)cc2)S(=O)(=O)c2c(C)noc2C)cc1
[51] COCCN(C(=S)Nc1cc(C)cc(C)c1)C(C)c1cccs1 (stereo not given)
[52] CN(C)c1nc(-c2ccccc2)cc(C(F)(F)F)c1C#N
entry no. | 49 | 50 | 51 | 52
eLon inh | 6 | -2 | -5 | 5
FAS-TE inh | -9 | 15 | 7 | 19
bovine MsrA act | -8 | -1 | -7 | 0
Rpn11 inh | i | i | i | i
MsrA inh | 1.6 | -0.6 | -0.1 | 0.0
Rin1-Abl PPI inh | 4 | 2 | -1 | -2
CSN inh | -5 | 4 | 2 | 3
MT1-MMP act inh | -4 | -1 | 2 | 1
PABP1 MLLE inh | 0 | -12 | -60 | -17

High-throughput results deposited in PubChem by several laboratories.
